# Assay outcomes as filed in PubChem.
# CendR NRP1 mod – modulators of CendR peptide binding to human neuropilin-1 | FAM-RPARPAR peptide binding to NRP-1, fluorescence polarization | inhibition, % at 25 µM | actives 0.85% (n = 360,000);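 active = inhibition or corrected inhibition above about 18%, plus a signal ratio from 0.5 to 1.5, limit read from the data, passing the limit was not always enough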; also: strong numbers were not always called active
# DNMT1 inh – blocks human DNA methyltransferase DNMT1; P26358; DNMT1 molecular beacon, Hinp1I cleavage, fluorescence; inhibition (reported as % activation of signal), % at 10 µM; actives 0.83% (n = 360,000); in the data active = inhibition above about 50%
# Target sequence (P26358 504-1616 limits assumed): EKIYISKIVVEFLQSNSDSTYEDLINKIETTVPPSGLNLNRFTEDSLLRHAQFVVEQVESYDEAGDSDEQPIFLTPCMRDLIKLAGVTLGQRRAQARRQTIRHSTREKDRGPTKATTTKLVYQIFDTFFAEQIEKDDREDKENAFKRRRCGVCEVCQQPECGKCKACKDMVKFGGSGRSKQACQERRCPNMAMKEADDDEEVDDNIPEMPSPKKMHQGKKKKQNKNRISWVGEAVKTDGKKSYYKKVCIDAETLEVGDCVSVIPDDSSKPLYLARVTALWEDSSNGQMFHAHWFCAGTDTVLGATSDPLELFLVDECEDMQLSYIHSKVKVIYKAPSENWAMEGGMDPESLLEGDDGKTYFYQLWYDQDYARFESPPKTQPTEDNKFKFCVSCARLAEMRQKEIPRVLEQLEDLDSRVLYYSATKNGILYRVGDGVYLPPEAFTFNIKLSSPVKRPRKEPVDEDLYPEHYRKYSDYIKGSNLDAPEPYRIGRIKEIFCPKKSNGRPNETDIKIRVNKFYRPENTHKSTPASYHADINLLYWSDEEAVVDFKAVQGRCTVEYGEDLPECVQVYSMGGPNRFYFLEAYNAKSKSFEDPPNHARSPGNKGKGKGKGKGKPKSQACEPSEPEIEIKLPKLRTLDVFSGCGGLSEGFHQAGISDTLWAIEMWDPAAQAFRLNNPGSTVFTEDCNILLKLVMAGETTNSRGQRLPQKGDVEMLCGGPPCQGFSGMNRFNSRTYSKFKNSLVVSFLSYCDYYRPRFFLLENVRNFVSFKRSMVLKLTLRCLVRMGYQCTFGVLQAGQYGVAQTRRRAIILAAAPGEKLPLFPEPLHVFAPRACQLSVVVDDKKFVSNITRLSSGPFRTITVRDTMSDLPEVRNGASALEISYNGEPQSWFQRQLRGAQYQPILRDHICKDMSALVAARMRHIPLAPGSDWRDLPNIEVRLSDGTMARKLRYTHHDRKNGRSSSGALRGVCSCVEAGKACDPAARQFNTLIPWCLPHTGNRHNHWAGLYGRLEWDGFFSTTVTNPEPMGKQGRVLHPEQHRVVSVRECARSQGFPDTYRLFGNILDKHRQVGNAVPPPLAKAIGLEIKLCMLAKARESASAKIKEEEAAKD
# Scp1 inh – Scp-1 (human) phosphatase inhibition. Recombinant Scp1, phosphopeptide, malachite green phosphate absorbance. inhibition, % at 20 µM. actives 0.88% (n = 340,000);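 active = inhibition above about 50% at 20 µM, limit read from the data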;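 also: plate controls were DMSO wells with enzyme for no effect and wells lacking enzyme for full effect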
#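 Material – SCP-1 phosphatase catalytic domain, residues 76-261 · Buffer or medium – Acidic Tris acetate buffer with magnesium and detergent · Also added – Phospho 17-mer peptide substrate · Compound – single 20 µM dose, 1% DMSO · Times – 45 min room-temperature reaction, 5 min colour, 30 min stabiliser · Technique – Phosphate-binding colour reagent, absorbance read at 630 nm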
# SKN-1 inh – inhibitors of C. elegans SKN-1. actives 0.49% (n = 360,000). C. elegans VP596 Pgst-4::GFP/RFP ratio, acrylamide-induced, 24 h. inhibition, % at 21.8 µM. AID 624304;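 active = interference check ratio from 0.5 to 1.5 plus GFP to RFP signal ratio inhibition reaching or exceeding a fixed threshold, cut at about 30% in these data, passing the limit was not always enough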; also: some compounds called inactive have numbers as strong as hits
# Neddyl block – cullin neddylation inhibition; calls only at 25 µM; TR-FRET cullin neddylation, biochemical; actives 0.58% (n = 360,000); P61081+Q13564; in the data active = inhibition above about 36%
# LMPTP block – LMPTP (human) inhibition; P24666; recombinant LMPTP-A, OMFP fluorogenic substrate, fluorescence intensity; inhibition, % at 20 µM; actives 0.22% (n = 360,000); AID 651560;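 active = compounds that cut the enzyme signal by at least half of the control window in the single-dose screen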;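 also: plate controls were DMSO wells with enzyme plus substrate for no effect and substrate without enzyme for full effect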
#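 Test system: LMPTP-A phosphatase enzyme. Amount: LMPTP-A at 0.625 nM final in the reaction. Reagent: OMFP substrate, 400 µM final. Times: 50 min at room temperature. Signal: endpoint fluorescence intensity from OMFP dephosphorylation. Read-out basis: % inhibition. Benchmarks: no-enzyme and uninhibited controls.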
# STEP inh – STEP (human) phosphatase inhibition; P54829; recombinant STEP, OMFP fluorogenic substrate, fluorescence; inhibition, % at 20 µM; actives 0.25% (n = 360,000); AID 588621;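 active = inhibition at 20 µM, scaled per plate between control wells, above about 37%, limit read from the data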;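 also: 0% = DMSO with enzyme and substrate and 100% = substrate only without enzyme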
#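 Test system: STEP tyrosine phosphatase / Reagent: OMFP at 25 µM / Doses: 20 µM, 1% DMSO / Read-out: percent inhibition scaled to no-enzyme and uninhibited-enzyme controls, plate-pattern corrected / Detection: FITC-channel fluorescence of OMFP product / Medium: Bis-Tris buffer pH 6.0, 2.5 mM DTT, 0.005% Tween 20 / Schedule: 20 min at room temperature, dark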
# Tb MetRS inh – blocks T. brucei methionyl-tRNA synthetase activity; purified T. brucei MetRS, ATP depletion, Kinase-Glo luminescence; actives 0.4% (n = 360,000); inhibition, % at 11.9 µM;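 active = inhibition above a per-plate cutoff of the control wells' mean inhibition plus 3 SD, cut at about 5.5% in these data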;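 also: 0% = DMSO wells median and 100% = median of wells with control inhibitor compound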
#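 Test system: purified T. brucei MetRS enzyme. Also added: ATP, methionine and E. coli bulk tRNA substrates. Compound: 11.9 µM single point. Schedule: 15 min enzyme-compound preincubation, 2 h reaction, 10 min detection, 25 °C. Signal: luciferase luminescence of residual ATP, Kinase-Glo. Evaluation: percent inhibition versus plate control medians. Controls: DMSO wells, low control.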
# SUMO1 PPI mod – modulators of human SUMO1-mediated protein-protein interactions; P63165; SUMO1 binding to a labelled peptide, TR-FRET, 1 h; AID 602429; inhibition, % at 20 µM; actives 0.33% (n = 360,000); in the data active = inhibition above about 37%
# NadD inh – blocks S. aureus nicotinate mononucleotide adenylyltransferase; purified NadD enzyme, colorimetric absorbance read-out; actives 0.78% (n = 360,000); inhibition, % at 20 µM; in the data active = inhibition above about 26%; also: some compounds past the cut are filed as inactive
# * marks the source's active call; other numbers are inactive results; i = inactive; x = not tested or not shown; + = active, no number.
entry	Structure	CendR NRP1 mod	DNMT1 inh	Scp1 inh	SKN-1 inh	Neddyl block	LMPTP block	STEP inh	Tb MetRS inh	SUMO1 PPI mod	NadD inh
1	Cc1ccc(NC(=O)c2cc(S(=O)(=O)N3CCCCC3)ccc2N2CCOCC2)c(C)c1	2	-1	x	22	i	-0.8	-1	-0.2	3	2
2	CC(=O)Nc1nnc(SCC(=O)NCCOc2ccccc2)s1	-3	-1	12	-11	i	-2.3	-1	-0.5	-1	6
3	COc1ccc(CN2CCN(Cc3c[nH]c4ccccc34)CC2CCO)c(F)c1 (stereo unspecified)	-4	-3	-5	7	i	0.0	-3	22*	4	-10
4	COc1cccc(N(CC(=O)N2CCc3ccccc3C2)S(C)(=O)=O)c1	-14	1	-4	-17	i	-1.9	0	-1.0	-3	8
5	COc1cccc(CN=C2Nc3ccccc3CS2)c1	9	1	-4	-1	i	0.9	0	6.1*	-2	-4
6	CN(C)c1cc(-c2ccc(C#N)cc2)oc(=O)c1Cl	-13	-1	1	-3	i	-1.5	2	-0.6	-28	-2
7	Cn1c(/N=C/c2cccs2)nc2ccccc21	-6	3	-7	6	i	1.3	2	0.7	-7	0
8	O=C(NCc1ccco1)c1cccc2c1C(=O)c1ccc(N3CCC(Cc4ccccc4)CC3)cc1S2(=O)=O	148	6	2	-3	i	3.7	-6	0.1	-23	39*
9	Cc1cc(/C=N/n2c(COc3ccccc3)nc3ccccc3c2=O)c(O)c([N+](=O)[O-])c1	-7	4	-3	1	i	-0.5	0	-0.8	1	22
10	CN(C)S(=O)(=O)c1ccc(N=Cc2c(C(F)(F)F)[nH][nH]c2=O)cc1	8	2	-2	-13	i	-2.1	2	-0.8	1	-1
11	CCN(C(=O)COC(=O)c1ccccc1O)c1cccc2ccccc12	6	0	-3	11	i	1.8	2	-0.2	4	-4
12	Clc1ccc(OCCn2cnc3ccccc32)cc1	9	-4	-7	16	i	1.1	2	-1.0	1	-5
13	CC1C=CCC2C(=O)N(c3cccc(C(=O)Nc4ccc(Br)cc4)c3)C(=O)C12 (stereo unspecified)	-3	-1	-2	11	i	3.5	0	-0.1	3	-10
14	O=C(O)c1ccc(NS(=O)(=O)c2ccc(N3CCCC3)c([N+](=O)[O-])c2)cc1	14	-1	-8	17	i	-0.5	1	1.0	-14	-2
15	CC1CCCCN1C(=S)NCc1ccccc1 (stereo unspecified)	-2	27	-2	7	i	-0.8	-2	-0.7	3	5
16	CC(C)NS(=O)(=O)c1cc(F)ccc1CN1C(=O)c2cccnc2C1=O	-7	0	5	-19	i	-1.3	1	-1.3	-16	1
17	O=C(O)c1ccc(C=C(c2nc3ccccc3s2)c2nc3ccccc3s2)cc1	-54	7	-5	9	i	0.3	-1	-0.3	-7	6
18	O=C1CCCCN1CCCC(=O)N1CCCC(Nc2ccc(F)c(F)c2)C1 (stereo unspecified)	10	1	3	-2	i	-1.6	-1	-0.4	0	-3
19	NC(=O)c1ncn([C@@H]2O[C@H](CNCc3cccc4c3sc3ccccc34)[C@@H](O)[C@H]2O)n1	-4	28	-14	-5	i	-1.6	-1	-0.9	2	-3
20	CCOC(=O)c1cc(S(=O)(=O)Nc2ccc(OC)cc2OC)cn1C	5	0	11	-1	i	-0.9	0	-0.3	4	-6
21	CN(C)S(=O)(=O)c1cc(C(=O)OCCn2cnc3c2c(=O)n(C)c(=O)n3C)ccc1Cl	18	1	0	4	i	-0.2	2	-0.6	-1	4
22	O=C(COc1ccccc1[N+](=O)[O-])Nc1cccc(S(=O)(=O)NC2=NCCCCC2)c1	-3	7	62*	-2	i	1.0	-1	-0.1	-8	-4
23	S=C(NNC(=S)NC1CC2CCC1C2)NC1CC2C=CC1C2 (stereo unspecified)	11	-4	-2	-8	i	-1.2	0	-0.3	4	3
24	CCC1(c2ccc(F)cc2)NC(=O)N(CC(=O)N2CCc3ccccc32)C1=O (stereo unspecified)	5	1	-6	7	i	0.6	-2	-0.2	4	4
25	C[C@H]1COc2cc(N3CCN(Cc4ccccc4F)CC3)ccc2S(=O)(=O)N1	4	x	x	5	i	-0.5	x	-0.2	5	-2
26	COc1ccc(-c2cc(=O)oc3cc(OC(C)C(=O)NCC4CCC(C(=O)O)CC4)ccc23)cc1 (stereo unspecified)	-9	20	-4	-6	i	-0.5	2	-0.5	-18	1
27	CCCCNC(=S)NNC(=O)CCn1cc(C)cn1	-1	12	-3	-9	i	0.1	-1	0.7	-2	1
28	COc1ccc(-c2cn(Cc3ccc(C(N)=O)cc3)c(-c3ccncc3)n2)cc1	4	1	-2	10	i	-1.2	-2	-0.4	1	-8
29	CC(=O)Nc1ccc(NC(=O)CSc2nnc(N)n2-c2ccccc2)cc1	-5	-1	5	15	i	-2.2	1	1.4	2	-4
30	COc1cccc(NC(=O)CN(c2cccc(F)c2)S(C)(=O)=O)c1	-6	-1	-9	2	i	1.4	-4	-0.2	33	3
31	Cc1ccc([N+](=O)[O-])cc1NC(=O)Cc1ccc(F)cc1	0	1	-1	2	i	-1.1	-1	-1.1	-3	-8
32	C/C(=N\NS(=O)(=O)c1ccc(C)cc1)c1ccc(C)o1	7	5	-6	3	i	-0.3	1	-0.6	-5	-7
33	Cc1nn(Cc2c(F)c(F)c(F)c(F)c2F)c(C)c1NC(=O)c1ccc(COc2ccccc2Cl)o1	-1	-9	-1	6	i	5.0	5	0.6	2	-4
34	COC(=O)c1ccccc1NC(=O)CN1CCCCC1	-15	-1	7	1	i	-2.7	-3	-0.9	1	1
35	CN1CCN(C2CN(Cc3ccc(F)cc3)S(=O)(=O)C2)CC1 (stereo unspecified)	12	7	x	-2	i	4.6	4	-0.3	4	-6
36	CCc1ccc(-c2cc(C)no2)cc1S(=O)(=O)N1CCN(c2cccc(C)c2C)CC1	12	2	-3	11	i	3.0	5	0.0	5	4
37	CC1(C)CC[C@]2(CO)CC[C@]3(C)C(=CCC4[C@@]5(C)CC[C@H](O)[C@@](C)(CO)C5CC[C@]43C)[C@@H]2C1 (stereo partly specified)	-8	-1	-5	6	i	-0.5	3	0.8	1	-1
38	COCCn1c(SCc2cnc(-c3ccccc3)s2)nnc1-c1ccncc1	-5	1	0	2	i	-0.7	1	-0.4	-4	6
39	NS(=O)(=O)c1ccc(CCNCC(=O)N2CCC(Cc3ccccc3)CC2)cc1	19	2	6	1	i	-0.4	-3	-0.2	-2	-8
40	COc1ccc(-c2ccc(SCC(=O)Nc3cccc(C(C)=O)c3)nn2)cc1OC	-5	-3	-4	-6	i	0.3	-2	0.1	2	-6
41	CCn1nc(C)cc1C(=O)N1CCCC(C(=O)c2ccc(Oc3ccccc3)cc2)C1 (stereo unspecified)	14	0	-1	12	i	2.0	0	-0.3	-4	5
42	O=C(Cn1c(CO)nc2ccccc21)NCc1ccc2c(c1)OCO2	-7	-1	1	-3	i	-1.0	-2	3.2	3	0
43	COc1ccc(C2CC(c3ccccc3)Nc3nc(NC(=O)c4ccco4)nn32)cc1 (stereo unspecified)	14	-9	6	-12	+	-1.1	1	0.1	16	23
44	COc1cccc2c1OC1(C)CC2N(C(=O)c2ccco2)C(=S)N1c1ccc(F)cc1 (stereo unspecified)	0	-3	-13	8	i	-0.3	0	-0.4	-6	-3
45	CC1CCCC(C)N1C(=O)CSc1nc2c(c(=O)n(C)c(=O)n2C)n1C (stereo unspecified)	-2	2	-3	-7	i	0.0	0	-1.0	15	-1
46	CC(=O)Nc1c([N+](=O)[O-])cc2c3c(cccc13)CC2	0	-1	x	12	i	-0.6	1	-0.9	-30	-2
47	CCCNC(=O)C1(C)CCN1C(=O)Cc1ccc(C(C)C)cc1 (stereo unspecified)	5	-1	x	9	i	-1.7	-1	0.0	0	1
48	C/C(=N/Nc1nc(C)cc(-c2ccccc2)n1)c1ccco1	1	-2	3	-6	i	0.9	1	-0.6	-5	-3
49	O=C(c1cccnc1)N(Cc1ccccc1)c1ccccc1	-2	0	-3	5	i	-0.7	0	0.6	0	-1
50	CCCCC1CCC(C(=O)OCC(=O)N(CCOC)c2c(N)n(Cc3ccccc3)c(=O)[nH]c2=O)CC1 (stereo unspecified)	6	19	-2	-1	i	-0.1	0	-0.2	-2	-3
51	Cc1cccc(/C=N/NC(=O)C2CCCNC2=O)c1 (stereo unspecified)	-1	-2	0	12	i	-0.5	-6	0.4	0	-10
52	O=C(NNC(=O)c1ccco1)c1ccccc1	0	-4	-3	18	i	0.2	0	-0.1	1	-63
53	CCOC(=O)c1nnsc1N	4	-1	-13	-7	i	-1.2	1	0.1	-1	-3
54	COC(=O)c1nc2n(n1)C(c1ccc(OC)c(OC)c1)C(C(=O)OC1CCCCC1)=C(C)N2 (stereo unspecified)	-7	-2	-4	10	i	-2.0	1	-0.9	1	7
55	O=C(CCN1C(=O)c2ccccc2C1=O)NC(=S)Nc1cccc(Cl)c1	-4	-1	11	-20	i	1.1	0	-0.7	15	-8
56	CCCC1Cc2nc(Cl)c(C#N)cc2CO1 (stereo unspecified)	-18	13	0	8	i	1.3	5	1.3	0	0
57	O=c1cc(CSc2ccccc2)[nH]c(=S)[nH]1	4	4	-2	2	i	-3.0	3	0.4	1	0
58	CN1CCN(C2=C(Cl)C(=O)N(CCc3ccccc3)C2=O)CC1	8	-11	-11	18	i	-3.2	1	-0.2	-14	-5
59	Cc1ccc(NC(=O)COC(=O)CC2SC(N3CCCC3)=NC2=O)cc1 (stereo unspecified)	1	1	-11	-1	i	-0.9	2	-0.3	-1	-8
60	COCCSc1ccccc1C(=O)Nc1ccc(Br)cc1	9	-3	-3	9	i	0.5	0	-0.4	1	-10
61	COc1ccc(S(=O)(=O)NC2CCSc3ccccc32)cc1NC(C)=O (stereo unspecified)	2	0	-6	2	i	0.2	-1	-0.2	14	-8

# Three of the compounds above, with each value named.
[42] O=C(Cn1c(CO)nc2ccccc21)NCc1ccc2c(c1)OCO2
  CendR NRP1 mod: -7; DNMT1 inh: -1; Scp1 inh: 1; SKN-1 inh: -3; Neddyl block: i; LMPTP block: -1.0; STEP inh: -2; Tb MetRS inh: 3.2; SUMO1 PPI mod: 3; NadD inh: 0
[36] CCc1ccc(-c2cc(C)no2)cc1S(=O)(=O)N1CCN(c2cccc(C)c2C)CC1
  CendR NRP1 mod: 12; DNMT1 inh: 2; Scp1 inh: -3; SKN-1 inh: 11; Neddyl block: i; LMPTP block: 3.0; STEP inh: 5; Tb MetRS inh: 0.0; SUMO1 PPI mod: 5; NadD inh: 4
[35] CN1CCN(C2CN(Cc3ccc(F)cc3)S(=O)(=O)C2)CC1 (stereo unspecified)
  CendR NRP1 mod: 12; DNMT1 inh: 7; Scp1 inh: x; SKN-1 inh: -2; Neddyl block: i; LMPTP block: 4.6; STEP inh: 4; Tb MetRS inh: -0.3; SUMO1 PPI mod: 4; NadD inh: -6
